# Screens (PubChem BioAssay)
# MT1-MMP act inh = inhibitors of human MT1-MMP activation. HT1080 RFP-PRO-GFP cells, GFP/RFP ratio fluorescence, overnight; percent of plate control window, DMSO zero. P50281. 0.061% of 360,000 active. GFP/RFP ratio change, % at 20 µM;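 active = GFP/RFP ratio change of at least 30% with cell ATP level not reduced by more than half and red fluorescence within 50% of control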; note: strong numbers were not always called active
#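 Material – HT1080 RFP-PRO-GFP cells · Control set – DMSO wells and RFP-L50D-GFP cells · Incubation – overnight cell settling, then overnight compound exposure, 37 °C, 5% CO2 · Compound dosing – single-point 20 µM compound, 1% DMSO · Read-out – GFP/RFP fluorescence ratio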
# PABP1 MLLE inh = blocks PAM2 peptide binding to the PABP1 MLLE domain; P11940; GST-MLLE / FITC-PAM2 fluorescence polarization; inhibition, % at 20 µM; 0.36% of 360,000 active; in the data active = inhibition above about 35%, passing the limit was not always enough;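 note: plate controls were DMSO wells with GST-MLLE for no effect and wells lacking GST-MLLE protein for full effect; some results filed as inactive read as strong as hits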
# FAS-TE inh = inhibitors of human fatty acid synthase thioesterase domain | P49327 | inhibition, % at 15 µM | 0.67% of 360,000 active | recombinant FAS-TE, OMFH fluorogenic substrate, fluorescence endpoint | AID 602261;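 active = compounds whose normalised, plate-corrected inhibition of enzyme fluorescence in the single-dose primary screen is 50% or more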;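 note: 0% = DMSO with enzyme and 100% = substrate without enzyme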
# eLon inh = E. coli protease La inhibition | P0A9M0 | purified E. coli Lon protease, fluorescence polarization | 0.42% of 360,000 active | inhibition, % at 7.94 µM; in the data active = inhibition above about 13%, passing the limit was not always enough;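 note: 0% = enzyme with probe and DMSO and 100% = no enzyme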
# Target sequence (P0A9M0 whole entry, looked up): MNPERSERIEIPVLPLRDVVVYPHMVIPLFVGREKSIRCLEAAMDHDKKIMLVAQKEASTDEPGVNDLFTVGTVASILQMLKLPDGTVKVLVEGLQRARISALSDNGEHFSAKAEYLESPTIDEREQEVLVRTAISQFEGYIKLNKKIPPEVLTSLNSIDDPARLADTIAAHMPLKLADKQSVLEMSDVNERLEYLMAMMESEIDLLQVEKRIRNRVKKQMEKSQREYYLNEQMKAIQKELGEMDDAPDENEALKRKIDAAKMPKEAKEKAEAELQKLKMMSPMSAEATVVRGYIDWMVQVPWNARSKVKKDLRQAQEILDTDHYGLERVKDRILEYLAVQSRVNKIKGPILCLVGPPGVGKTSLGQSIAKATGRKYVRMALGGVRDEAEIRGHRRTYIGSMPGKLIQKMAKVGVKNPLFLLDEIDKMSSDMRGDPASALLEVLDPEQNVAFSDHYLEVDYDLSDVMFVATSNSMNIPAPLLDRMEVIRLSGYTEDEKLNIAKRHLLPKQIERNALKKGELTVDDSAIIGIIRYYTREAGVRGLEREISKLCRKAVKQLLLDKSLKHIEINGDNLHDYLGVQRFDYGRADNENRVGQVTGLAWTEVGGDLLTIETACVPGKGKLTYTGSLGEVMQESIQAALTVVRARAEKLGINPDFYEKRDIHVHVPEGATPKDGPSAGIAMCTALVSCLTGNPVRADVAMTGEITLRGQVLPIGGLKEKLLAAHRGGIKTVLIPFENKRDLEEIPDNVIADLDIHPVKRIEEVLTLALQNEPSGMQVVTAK
# MsrA inhibitor = inhibits bovine methionine sulfoxide reductase A; purified bovine MsrA, absorbance read-out; inhibition, % at 15.5 µM; 0.75% of 360,000 active; AID 651718; in the data active = inhibition above about 4.5%;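 note: 0% = vehicle wells with enzyme and 100% = reference inhibitor wells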
# bovine MsrA act = activators of bovine methionine sulfoxide reductase A; purified bovine MsrA, absorbance read-out; activation, % at 10.6 µM; 0.3% of 360,000 active; AID 602163; in the data active = activation above about 7.5%;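 note: 0% = vehicle and 100% = reference activator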
# Rpn11 block = Rpn11 (human) deubiquitinase inhibition; O00487; human 26S proteasome, Ub4-pepOG fluorescence polarization; 20S core pre-blocked with epoxomicin; calls only at 20 µM; 0.59% of 360,000 active; AID 588493;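 active = inhibition at 20 µM, scaled to each plate's controls, above about 33%, limit read from the data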
# CSN inh = CSN deneddylation inhibition. Purified CSN, SCF-Nedd8-OG deneddylation, fluorescence polarization. AID 651999. Q92905. 0.38% of 360,000 active. inhibition, % at 12.5 µM;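 active = pattern-corrected inhibition above about 35%, with an unprinted fluorescence ratio check between 0.5 and 1.5, limit read from the data, passing the limit was not always enough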;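 note: 0% = enzyme with substrate and 100% = substrate without enzyme; some results filed as inactive read as strong as hits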
# Target sequence (Q92905 whole entry, looked up, one chain of several): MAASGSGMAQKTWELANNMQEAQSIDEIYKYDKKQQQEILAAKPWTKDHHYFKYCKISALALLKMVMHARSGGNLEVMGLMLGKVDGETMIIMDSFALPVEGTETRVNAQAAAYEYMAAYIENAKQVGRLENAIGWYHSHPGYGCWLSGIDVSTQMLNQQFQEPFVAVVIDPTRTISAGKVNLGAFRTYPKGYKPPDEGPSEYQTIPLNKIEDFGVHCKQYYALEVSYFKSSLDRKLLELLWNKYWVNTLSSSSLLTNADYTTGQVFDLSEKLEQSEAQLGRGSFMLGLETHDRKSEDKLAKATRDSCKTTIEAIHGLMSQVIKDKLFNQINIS
#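 Detection – fluorescence polarization · System – HEK293T-derived human Csn5 enzyme · Controls – substrate-only high control, full reaction low control · Timing – 90 min, room temperature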
# Rin1 Abl inh = human Rin1-Abl interaction inhibition; TR-FRET Rin1/Abl binding, biochemical; inhibition, % at 7.35 µM; 0.4% of 360,000 active; P00519+Q13671; in the data active = inhibition above about 5%, passing the limit was not always enough
# * hit, by the source's call; i = inactive; / = no result given. Not a hit list. About 3.7% of those tested had a hit in this group.
SMILES,MT1-MMP act inh,PABP1 MLLE inh,FAS-TE inh,eLon inh,MsrA inhibitor,bovine MsrA act,Rpn11 block,CSN inh,Rin1 Abl inh
COc1ccc(-c2cc(C(=O)Nc3ccccc3F)on2)cc1,2,5,-2,-3,0.6,-1,i,0,-1
O=C(C1CCC(CNc2nc(=S)[nH]c3ccccc23)CC1)N1CCN(c2ccccn2)CC1 (configuration not stated),0,-35,2,1,1.7,-9,i,-3,3
CC(=O)N1Cc2ccccc2CC1C(=O)N1CCN(c2ccccc2)CC1 (configuration not stated),7,2,-6,-7,0.0,-4,i,-1,-2
O=C(C(Cc1ccccc1)n1cccc1)N1CCCCCC1 (configuration not stated),-4,-9,3,-6,0.8,-4,i,0,3
CCN1CCN(c2nc(N)c([N+](=O)[O-])c(Nc3ccc(C)c(C)c3)n2)CC1,0,10,12,-13,2.0,0,i,-6,-7
CCS(=O)(=O)Nc1cc2c3c(c1)CCN3C(=O)CC2,-1,9,-3,-1,-0.4,-5,i,1,1
Cc1ccc(CNc2ccc(N3CCOCC3)cc2)cc1,2,22,-4,-4,-0.4,0,i,1,0
COc1cccc(C2NC(=O)NC(C)=C2C(=O)OCC2CCCO2)c1 (configuration not stated),-4,-8,-2,-7,2.5,-2,i,-2,3
Nc1c(C(=O)NCc2ccccc2)nnn1Cc1ccccc1,/,4,-5,-7,-1.2,-10,i,0,1
COc1ccc(S(=O)(=O)N2CCN(Cc3ccc(Cl)cc3)CC2)cc1,5,1,28,2,1.4,-1,i,4,2
COc1ccc(C(C[N+](=O)[O-])c2c(-c3ccccc3)cc3ccccn23)cc1 (configuration not stated),-9,4,20,-11,1.3,-6,i,3,1
CN(Cc1ccon1)C(=O)C1CCC(=O)N(CCc2ccc(Cl)cc2)C1 (configuration not stated),-1,1,-3,1,1.5,-2,i,2,-2
CCCOc1nc(N)c(C#N)c(-c2ccccc2F)c1C#N,-3,-6,4,-4,0.3,-5,i,-2,-2
Cc1ccc(S(=O)(=O)N2CCN(C(=O)COC(=O)CCOc3ccccc3C)CC2)cc1,-1,-34,15,2,0.1,-1,i,0,1
Cc1cc(NC(=O)c2cccnc2)ccc1NC(=O)c1ccco1,2,5,-4,-2,-0.5,-5,i,1,-2
CC(C)OC(=O)CC12CN3CC(CC(=O)OC(C)C)(CN(C1)C(=O)c1ccccc1C3=O)C2=O,2,2,-3,10,-0.3,-5,i,1,3
CCC(C)c1ccc(NC(=O)CSc2nncn2N)cc1 (configuration not stated),3,-23,-5,-8,0.7,0,i,-7,-1
CCn1c(SCC(=O)N/N=C/c2c[nH]c3ccccc23)nnc1-c1ccc(C)cc1,2,-60,1,12,1.1,-8,i,9,0
COc1ccccc1C(c1c(O)nc(SC)[nH]c1=O)c1c(O)nc(SC)[nH]c1=O,-2,23,-4,17,1.7,-4,i,-1,1
N#Cc1ccc(COC(=O)CC(NC(N)=O)c2ccc(Cl)cc2)cc1 (configuration not stated),5,9,2,-1,-0.9,0,i,-1,3
COC(=O)C(CC(C)C)NC(=O)C(Cc1ccccc1)NC(=O)C1CCCN1C(=O)OC(C)(C)C (configuration not stated),2,3,-6,-6,0.2,-2,i,1,-2
O=c1cc2[nH]c3ccccc3c(=O)n2nc1-c1ccccc1,4,28,-3,6,4.9*,-6,i,-3,1
C1=C(CCNCC2CCCCC2)CCCC1,-4,8,-4,-5,-1.7,-4,i,4,2
CCCCC(=O)Nc1ccc(NC(=O)c2ccc([N+](=O)[O-])cc2)cc1OC,6,11,-2,4,2.4,-3,i,-7,-3
CCOC(=O)c1c(C)nc2cc(C)ccn12,/,4,-5,2,-1.2,-15,i,2,4
CCCCCc1nnc(NC(=O)c2cccc(S(=O)(=O)N3CCOCC3)c2)s1,0,-5,22,-3,-1.0,-6,i,-1,7
CC(C)(CO)NCc1cccc(OCc2ccc(Cl)cc2)c1,0,3,-8,9,-0.3,-9,i,-7,-1
O=C1NCCCC1C(=O)N/N=C/c1ccccc1O (configuration not stated),3,-2,-8,0,2.1,-2,i,2,-6
O=C(CSc1nnnn1-c1cccc2c1CCCC2)N1CCOCC1,7,5,-6,-1,0.8,-2,i,4,5
CC(=O)N(C(C)=O)N1C(=O)C2C3c4ccccc4C(c4ccccc43)C2C1=O (configuration not stated),-7,1,-4,13,0.9,-3,i,-1,0

# Look-ups from the entries so far:
# In PABP1 MLLE inh, `O=C(CSc1nnnn1-c1cccc2c1CCCC2)N1CCOCC1` has 5
# In PABP1 MLLE inh, `CCCCC(=O)Nc1ccc(NC(=O)c2ccc([N+](=O)[O-])cc2)cc1OC` has 11
# In bovine MsrA act, `CC(=O)N(C(C)=O)N1C(=O)C2C3c4ccccc4C(c4ccccc43)C2C1=O` (configuration not stated) has -3
# In MsrA inhibitor, `C1=C(CCNCC2CCCCC2)CCCC1` has -1.7
# In Rin1 Abl inh, `O=c1cc2[nH]c3ccccc3c(=O)n2nc1-c1ccccc1` has 1
# In MsrA inhibitor, `CC(C)(CO)NCc1cccc(OCc2ccc(Cl)cc2)c1` has -0.3
# In CSN inh, `O=C1NCCCC1C(=O)N/N=C/c1ccccc1O` (configuration not stated) has 2

# Later entries.
SMILES,MT1-MMP act inh,PABP1 MLLE inh,FAS-TE inh,eLon inh,MsrA inhibitor,bovine MsrA act,Rpn11 block,CSN inh,Rin1 Abl inh
CSc1ccc(NC(=O)Nc2cc(C)ccn2)cc1,1,-8,-1,11,0.8,-8,i,0,0
COc1ccc(C)cc1NC(=O)CCNS(=O)(=O)c1cccc2nonc12,-1,-9,-4,-8,0.0,-1,i,-2,2
CC(C)C1Cc2c(C#N)c(N)n(C)c(=S)c2CO1 (configuration not stated),3,-114,17,-7,1.1,0,i,-10,-3
CCOP(=O)(OCC)C(Nc1ccc(C(=O)O)cc1)c1ccccc1 (configuration not stated),2,2,-3,-1,-1.8,-2,i,0,0
COc1ccc(/C=C2\SC(=S)N(CCC(=O)N(CCO)c3ccccc3)C2=O)cc1OC,-5,-2,-1,-5,0.0,-8,i,7,2
CC(C)(C)c1cnnn1-c1ccc(C(=O)CCl)cc1,-4,20,25,-9,0.2,-7,i,-1,1
O=C(CSCc1ccc(Br)cc1)N1CCCC1,2,1,-3,4,-0.5,-3,i,6,1
CN1CCN(CCCNC(=O)c2ccc3c(Cl)c4c(nc3c2)CCCC4)CC1,-1,1,-1,3,-0.5,-2,i,-3,-2
O=C(CSc1ccc2c(c1)OCCO2)N1CCN(c2ccccc2O)CC1,-2,23,-3,20*,1.2,-1,i,0,1
C[C@@H](c1ccccc1)N1C[C@@H](COCc2ccccc2)Oc2cc(N3CCC[C@H]3C(N)=O)ccc2S1(=O)=O,0,/,15,-1,-0.5,0,/,-1,/

# 3 compounds out of the list above, arranged by the value under MT1-MMP act inh, largest number first.
SMILES | MT1-MMP act inh | PABP1 MLLE inh | eLon inh | MsrA inhibitor | bovine MsrA act | Rpn11 block | CSN inh | Rin1 Abl inh
CSc1ccc(NC(=O)Nc2cc(C)ccn2)cc1 | 1 | -8 | 11 | 0.8 | -8 | i | 0 | 0
O=C(CSc1ccc2c(c1)OCCO2)N1CCN(c2ccccc2O)CC1 | -2 | 23 | 20* | 1.2 | -1 | i | 0 | 1
CC(C)(C)c1cnnn1-c1ccc(C(=O)CCl)cc1 | -4 | 20 | -9 | 0.2 | -7 | i | -1 | 1

# (next part)
SMILES,MT1-MMP act inh,PABP1 MLLE inh,FAS-TE inh,eLon inh,MsrA inhibitor,bovine MsrA act,Rpn11 block,CSN inh,Rin1 Abl inh
Cc1ccccc1C(=O)Nc1ccc(S(=O)(=O)N2CCCC2)cc1,2,-5,-4,0,-0.6,-9,i,2,3
COc1ccc(C(C(=O)NC2CCCC2)N(C(=O)c2ccco2)c2ccccc2OC)cc1 (configuration not stated),-1,10,2,1,-0.3,-2,i,-4,-1
COc1ccc(CNC[C@H]2O[C@@H](n3ccc(=O)[nH]c3=O)[C@H](O)[C@@H]2O)cc1OC,5,-10,-12,-1,-0.5,-2,i,-6,-2
CC(=O)NC(Cc1ccccc1F)C(=O)NC1CCN(c2ncccc2[N+](=O)[O-])CC1 (configuration not stated),3,-2,0,-13,1.6,-1,i,10,2
COc1ccc(C2=NOC(C(=O)NCc3ccccn3)C2)cc1 (configuration not stated),0,-13,-8,-9,1.1,-5,i,3,2
CCN(CC(=O)Nc1ccc(Br)cc1)CC(=O)Nc1cc(C)on1,3,-28,-4,-1,-0.3,-10,i,5,1
CCOC(=O)c1cnc2c(-c3ccccc3OC)c(C)nn2c1C,-1,7,4,8,-0.1,-3,i,-7,0
Cc1cc(CN(C)C(=O)c2ccc3nc(Cc4ccccc4F)oc3c2)n[nH]1,-3,6,10,-2,0.3,-3,i,3,2
O=C(Nc1ccccc1)c1ccc(NCC2CCCO2)c(S(=O)(=O)N2CCOCC2)c1 (configuration not stated),4,-10,3,2,-0.2,3,i,-1,-2
COc1ccc2[nH]c(=O)c3c(c2c1)OC(C)(C)C=C3,-12,8,-8,-3,3.0,-3,i,0,-4
Cc1cccc(N2C(=O)c3cccc4cccc(c34)C2=O)c1,-8,-15,6,-3,3.2,-4,i,-3,-2
CCOc1ccccc1C1N(c2ccc(OC)cc2)C(=O)C2CCCN21 (configuration not stated),3,4,-1,4,-0.7,-1,i,-1,-2
COc1ccc(C(=O)NC(C)(C)C)cc1S(=O)(=O)N1CCCC1,4,6,-7,-11,-0.7,-11,i,-4,-2
CCN(CC)C(=O)[C@H]1CC(CC(=O)NC/C=C(\C)CCC=C(C)C)C(=O)N2CCc3c([nH]c4ccc(OC)cc34)[C@]12C (some centres not stated),-26,1,21,-5,-1.0,-1,i,-3,2
CCOc1ccccc1Nc1nc(-c2sc(NC(=O)c3ccco3)nc2C)cs1,6,-8,12,-23,1.0,-10,i,12,-1
C=CC[C@@H](CC(=O)N[C@H](CO)Cc1ccccc1)C(=O)NCCOC(=O)[C@@H](CC=C)Cc1ccc(F)cc1,12,2,-1,-7,-0.3,-6,i,-1,2
O=C(NNC(=O)c1cccc(Br)c1)C(=O)N1CCCCC1,-1,-6,1,2,1.1,-3,i,4,3
CSc1ncc(Cl)c(C(=O)Nc2ccc(S(=O)(=O)N3CCOCC3)cc2)n1,-4,-4,1,-8,2.3,-4,i,3,-2
Cc1c(C)n2c(SCC(=O)Nc3ccc4c(c3)OCCO4)nnc2[nH]c1=O,5,-3,-7,-4,-1.1,-6,i,3,5
Cc1ccc(NC(=O)CCN2C(=O)C3C4CCC(C4)C3C2=O)cc1[N+](=O)[O-] (configuration not stated),3,5,-4,-10,1.5,-8,i,1,0
Cc1ccc(C(=O)N/N=C/c2ccc(N3CCOCC3)cc2)c(C)c1,3,4,-3,-5,5.5*,-2,i,-3,0
O=C(/C=C/c1ccccc1[N+](=O)[O-])NCc1ccncc1,3,-6,-5,1,1.2,-2,i,-2,1
O=C(C[C@H]1C/C=C\C[C@H](Cc2ccc(F)cc2)C(=O)OC[C@@H]2CCCN2C1=O)N[C@H](CO)Cc1ccccc1,-1,2,-8,0,0.1,-7,i,-2,4
Cc1nnc(-n2ncc(C#N)c2N)c2nn(-c3cccc(Cl)c3)c(C)c12,-5,-30,-9,-10,2.1,-1,i,6,-2
CCOC(=O)C1CCCN(C(=O)C2CCN(S(=O)(=O)c3ccc4ccccc4c3)CC2)C1 (configuration not stated),5,2,15,2,-0.7,-4,i,-3,-4
CCN(CC(=O)Nc1ccccc1C(F)(F)F)C(=O)c1ccccc1SCC(=O)N1CCCC1,-1,4,0,-2,0.1,-2,i,-4,1
COc1ccc(N(Cc2ccccc2)S(=O)(=O)c2cccc(C(=O)Nc3ccccn3)c2)cc1,-1,-4,29,13,1.6,-13,i,1,4
O=C(CNC(=O)c1nc[nH]c1C(=O)NCC(=O)OCc1ccccc1)OCc1ccccc1,-8,2,-5,5,-1.2,-3,i,-7,5
